Screens deposited in PubChem by several laboratories.
thrombin 1536: blocks human thrombin protease activity; P00734; alpha-thrombin, Boc-VPR-AMC fluorogenic substrate cleavage; inhibition, % at 5 µM; 0.26% of 220,000 active;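 active means inhibition at or above 40%; inactive means inhibition below 40%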;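 further: 0% = enzyme with no compound and 100% = wells without enzyme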
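System: Human alpha-thrombin protein | Medium: pH 7.5 Tris (50 mM) with NaCl 150 mM, Tween 20 0.05% | Times: Enzyme reaction carried out at room temperature | Detection: AMC fluorescence, 355/460 nm | Evaluation: Percent inhibition scaled between no-compound controls and no-enzyme blanks | Benchmarks: Enzyme without compound as high, wells lacking enzyme as low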
PPC-1+TRAIL kill: PPC-1 cancer cell killing with TRAIL present; AID 1443; 0.41% of 220,000 active; cell killing (% activity), % at 4 µM; PPC-1 cells + TRAIL, ATPLite viability luminescence;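 active means cell killing above 50% in the first pass at 4 µM, then a duplicate retest at 5 µM averaging 50% or more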;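 further: plate controls were cells with TRAIL plus DMSO for no effect and medium-only wells lacking cells for full effect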
TRPML3 agonist: agonists of human TRPML3 channel; HEK293 TRPML3-YFP, Fluo-8 calcium fluorescence; 100% = the carbachol control signal; Q8TDD5; 0.29% of 220,000 active; activation, % at 3 µM;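 active means activation above its plate's cutoff, the mean activation of the plate's test wells plus 3 SD, cut at about 12% in these data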;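 further: 0% = DMSO only wells and 100% = carbachol wells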
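Test system: HEK293 cells stably carrying human TRPML3-YFP; Doses: single dose, 3 µM final nominal compound, 0.3% DMSO final; Schedule: dye loading 1 h 37 °C then 30 min ambient, 125 s read; Technique: Fluo-8 calcium fluorescence; Benchmarks: high control carbachol 87 µM, low control DMSO.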
Tb hexokinase: blocks Trypanosoma brucei hexokinase 1 activity; recombinant TbHK1, G6PDH-coupled NADH A340; 0.11% of 220,000 active; inhibition, % at 10 µM; AID 1430;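 active means inhibition of 50% or more in the single-dose primary screen; inactive means inhibition below 50%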
TRPN1 ag: activates the zebrafish TRPN1 channel; HEK293 zebrafish TRPN1-YFP, Fluo-8 calcium fluorescence; 100% = response to 87 µM carbachol; 0.18% of 220,000 active; activation, % at 3 µM;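 active means activation above its plate's cutoff, the mean activation of test wells on that plate plus 3 SD, cut at about 19% in these data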;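 further: 0% = DMSO alone and 100% = 87 µM carbachol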
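Material: zebrafish TRPN1-YFP in HEK293 cells. Doses: one dose of 3 µM, 0.3% DMSO. Incubation: dye 1 h 37 °C plus 30 min RT. Measured by: intracellular calcium fluorescence with Fluo-8.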
EBV gp42 inh: blocks Epstein-Barr virus glycoprotein 42 binding; Fluorescence polarization binding assay, mP read-out; inhibition, % (tested at 21.74 µM); 0.42% of 220,000 active; AID 1085; in the data active means inhibition above about 50%
Target sequence (Q1HVG2 whole entry, looked up): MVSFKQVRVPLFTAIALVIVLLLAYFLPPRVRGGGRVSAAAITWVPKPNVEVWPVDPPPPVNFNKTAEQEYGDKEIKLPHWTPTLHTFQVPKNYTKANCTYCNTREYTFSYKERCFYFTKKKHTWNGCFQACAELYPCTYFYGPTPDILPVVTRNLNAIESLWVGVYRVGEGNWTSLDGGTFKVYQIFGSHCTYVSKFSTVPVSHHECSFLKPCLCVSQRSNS
m-calpain inh: inhibitors of pig calpain II; purified calpain II, fluorogenic peptide substrate, 30 min; AID 1236; 0.37% of 220,000 active; inhibition, % at 16 µM;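 active means inhibition above about 50%, limit read from the data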
Furin inh: inhibitors of human furin. P09958. purified furin, fluorogenic substrate cleavage. inhibition, % at 30 µM. 0.061% of 220,000 active. AID 463115; in the data active means inhibition above about 25%; further: inactives centre near -15
Target sequence (P09958 108-714 limits assumed): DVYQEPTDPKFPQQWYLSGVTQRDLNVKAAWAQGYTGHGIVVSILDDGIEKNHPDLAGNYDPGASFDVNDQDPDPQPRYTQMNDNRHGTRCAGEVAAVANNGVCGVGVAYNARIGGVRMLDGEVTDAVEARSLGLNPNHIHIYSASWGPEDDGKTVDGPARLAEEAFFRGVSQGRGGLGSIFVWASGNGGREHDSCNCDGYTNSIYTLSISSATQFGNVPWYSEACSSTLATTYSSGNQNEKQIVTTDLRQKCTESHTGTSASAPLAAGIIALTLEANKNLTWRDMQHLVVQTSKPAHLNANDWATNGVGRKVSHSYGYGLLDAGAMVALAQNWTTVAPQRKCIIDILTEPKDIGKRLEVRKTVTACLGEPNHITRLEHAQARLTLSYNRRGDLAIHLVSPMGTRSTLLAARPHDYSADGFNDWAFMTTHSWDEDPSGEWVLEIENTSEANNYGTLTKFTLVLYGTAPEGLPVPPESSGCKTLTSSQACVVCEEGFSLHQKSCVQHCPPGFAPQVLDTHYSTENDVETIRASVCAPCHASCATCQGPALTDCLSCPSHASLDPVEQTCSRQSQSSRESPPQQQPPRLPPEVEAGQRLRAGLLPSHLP
KCC2 mod: modulates chloride dependent transport by human KCC2; 2.2% of 190,000 active; B-score of Tl+ flux slope (higher = more flux/activation; lower = inhibition) at 10 µM; KCC2 cells, thallium flux FluoZin-2 fluorescence; Q9H2X9;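 active means thallium flux slope and its plate-corrected score both differing from the plate sample mean at a set confidence after two filtering rounds, in either direction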;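 further: slope of fluorescence scaled to starting intensity during 10 to 20 s after thallium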
* marks the source's active call; other numbers are inactive results; i = inactive; nt = not tested or not shown; [ ] = remark or other dose.

SMILES	thrombin 1536	PPC-1+TRAIL kill	TRPML3 agonist	Tb hexokinase	TRPN1 ag	EBV gp42 inh	m-calpain inh	Furin inh	KCC2 mod
COc1cc(C(=O)OCC(=O)c2cc(C)n(C)c2C)cc(OC)c1OC	-13	28	-0.4	-16	-0.7	-7	-6	-25	6.7*
CSCCC(NC(=O)C1CCC(C)CC1)C(=O)NCc1ccco1 (stereo not drawn)	-6	-35	0.0	24	0.6	-30	4	-6	nt
CC(OC(=O)c1ccncc1)C(=O)NC1CCCC1 (stereo not drawn)	-2	nt	0.9	-1	-0.5	3	-30	-10	0.88
Cc1cccc(N=c2oc3cc(O)ccc3cc2C(N)=O)c1	-4	-16	2.5	-8	5.8	-23	i	-135	-0.047
Cc1ccccc1-c1nc(S(=O)(=O)c2ccc(Cl)cc2)c(NCCN2CCOCC2)o1	0	3	-0.6	0	-0.4	37	-32	-19[20 µM]	-0.075
CCOC(=O)c1cc(-c2ccco2)nc2c1c(C)nn2-c1cccc(Cl)c1	0	27	-0.1	7	1.3	-24	-268	-12[20 µM]	0.79
COCCN(CCOC)c1ncnc2c1cnn2-c1ccccc1	-9	3	nt	-6	nt	-20	-13	-14	-0.2
Cc1cccc(N2CC(C)Cn3c2nc2c3c(=O)n(CC(=O)OCc3ccccc3)c(=O)n2C)c1 (stereo not drawn)	-17	1	-0.4	3	-0.9	-8	-49	-7	-1.1
CN1CCCN(C(=O)C2CCC(C(=O)N3CCCN(C)CC3)CC2)CC1 (stereo not drawn)	-9	16	1.0	-2	-0.4	2	17	-25	0.12
O=C1c2cccnc2Oc2ccc(Cl)cc2N1Cc1ccc(F)cc1	36	14	-1.0	1	-2.4	1	19	-6	-1.4
COc1ccc(C2c3ccc(O)cc3Oc3ncn(CCN4CCOCC4)c(=N)c32)cc1 (stereo not drawn)	-4	21	1.1	-5	1.8	-1	-2	-17	-0.066
O=c1c2cc(NC(=S)NC3CCCC3)ccc2nc2n1CCCCC2	-5	9	1.0	-8	1.7	3	19	-25	-0.074
Cc1ccc(S(=O)(=O)/N=C(\N)Nc2nc(C)c3cc(C)ccc3n2)cc1	5	5	-1.1	-6	-2.5	-18	-90	-15[20 µM]	0.074
Cc1ccc(C)c(NC(=O)CCC(=O)N/N=C/c2ccc[nH]2)c1	-1	-2	-0.7	-6	0.5	-19	-62	-6[20 µM]	-0.01
O=CNc1ccc(S(=O)(=O)NCc2ccccc2)cc1	4	14	0.5	-6	-0.3	-12	-6	-8[20 µM]	-0.024
CCc1ccccc1OCC(=O)Nc1nc(-c2cccnc2)cs1	2	6	-0.1	10	-0.5	11	21	-11	0.43
CC(C)CCNC(=O)CN(C)S(=O)(=O)c1cccc2nsnc12	1	19	-0.2	-12	1.2	-7	-3	-3	nt
CC(Nc1ccccc1)C(=O)Nc1ccc(F)cc1 (stereo not drawn)	0	19	-0.4	-2	-0.3	-21	-21	-8[20 µM]	1.7
Cc1nc(-c2ccccc2)ccc1C(=O)O	-4	8	0.7	-5	-0.4	-4	18	-31	0.68
Cc1nn(C)cc1/C=N/NC(=O)Cn1nnc(N)n1	-6	11	0.9	0	1.6	-13	-23	-31	-0.38
CCc1ccc(S(=O)(=O)Nc2cc(SCC(=O)O)c(O)c3ccccc23)cc1	-10	26	0.4	4	1.2	-10	0	-25	-1.4
CCCC(=O)Nc1cc(-c2nn(C)c(=O)c3ccccc23)ccc1N1CCCCC1	nt	nt	0.0	1	-1.2	nt	nt	-18[20 µM]	-1.2
C#CCCOC(=O)N1C2=NC(C(=O)OC)=C(C(=O)OC)[C@@H]3N(Cc4ccccc4)c4ccccc4[C@]23C[C@H]1C(=O)OC	-2	-23	nt	-20	nt	-21	-51	-9	-1.2
COc1cc(C(=O)NCc2nnc(SCC(=O)Nc3nccs3)o2)cc(OC)c1OC	-10	10	0.3	-2	-1.2	-2	27	5	-0.77
O=C(c1ccc([N+](=O)[O-])cc1)N(c1ccccn1)c1ccccn1	1	9	0.3	0	2.5	2	24	-6	-0.08

Compounds from the list above containing fluorine (two):
SMILES	thrombin 1536	PPC-1+TRAIL kill	TRPML3 agonist	Tb hexokinase	TRPN1 ag	EBV gp42 inh	m-calpain inh	Furin inh	KCC2 mod
O=C1c2cccnc2Oc2ccc(Cl)cc2N1Cc1ccc(F)cc1	36	14	-1.0	1	-2.4	1	19	-6	-1.4
CC(Nc1ccccc1)C(=O)Nc1ccc(F)cc1 (stereo not drawn)	0	19	-0.4	-2	-0.3	-21	-21	-8[20 µM]	1.7

(list continues)
SMILES	thrombin 1536	PPC-1+TRAIL kill	TRPML3 agonist	Tb hexokinase	TRPN1 ag	EBV gp42 inh	m-calpain inh	Furin inh	KCC2 mod
O=C(NCc1ccco1)c1ccc2c(=O)n(-c3ccccc3)c(=O)n(Cc3cccc(F)c3)c2c1	-4	19	0.2	-7	-0.5	-16	10	-5	0.57
O=C(Cc1ccc(Br)cc1)Nc1cccc(Cl)c1	-7	11	-1.4	11	1.2	12	17	-4	0.8
Cc1ccc(Cl)c2c1NC(=O)C2(O)CC(=O)c1ccc(F)cc1 (stereo not drawn)	3	12	-0.2	2	2.7	-2	1	0[20 µM]	0.0073
O=C(NCc1ccco1)c1ccc(Cn2c(=O)c3ccccc3n(Cc3cccc(Cl)c3)c2=O)cc1	-10	-12	0.6	-8	-0.6	-8	-140	-14[20 µM]	-0.023
Cn1c(CN2CCCC2)nc2cc(NC(=O)c3cccs3)ccc21	2	12	-0.2	0	0.5	-10	25	-8	0.31
COc1ccc(/C=N/NC(=O)CNC(=O)c2ccc(S(=O)(=O)N3CCCC3)cc2)c(OC)c1	-3	40	0.1	-7	-0.8	-8	-14	-6	nt
O=C(CCc1nc2ccccc2[nH]1)N1CCN(C(=O)c2ccco2)CC1	-7	-8	0.5	1	1.1	-3	-10	-16	-0.49
CCN(Cc1ccncc1)C(=O)c1cc(Br)cc(Br)c1O	-2	-28	0.2	-5	-0.7	-17	12	-17	0.79
O=[n+]1c2c(n([O-])c3cc(F)ccc31)CCCC2	7	26	0.7	-32	1.1	-16	-12	-13	0.25
Cc1onc(-c2c(F)cccc2Cl)c1C(=O)c1ccccc1O	4	12	0.2	-37	1.4	0	37	-13	-0.5
O=C(CN1CCOCC1)c1c[nH]c2ccccc12	4	13	-0.3	2	0.8	-30	9	-8[20 µM]	0.057
O=C(Nc1ccc2c(c1)OCO2)c1ccc(Br)s1	5	34	-0.5	-2	-0.3	-2	29	16[20 µM]	0.18
Cc1cc(C)cc(N(C(=O)C(F)(F)F)C(C(=O)NC2CCCCC2)c2cccs2)c1 (stereo not drawn)	13	11	-0.4	-4	0.1	-3	4	-21[20 µM]	0.62
Cn1cnc(S(=O)(=O)Nc2cc(C(F)(F)F)ccc2N2CCOCC2)c1	-7	2	0.9	-8	-0.2	-6	-3	17	0.13
O=C(COC(=O)/C=C/c1ccc(Cl)cc1)NCCN1C(=O)CSC1=O	8	1	1.5	-3	1.4	-3	-4	-26	-0.1
CCOC(=O)C(C)Sc1nnc(CSc2nc3nc(C)cc(C)n3n2)o1 (stereo not drawn)	-10	14	1.1	33	0.1	-11	-12	-14	-0.00067
Cc1cc(C)cc(-n2nnnc2SCC(=O)N2CCOCC2)c1	6	-3	0.3	0	-0.7	-5	-13	-12[20 µM]	1.1
Cc1ccc2cc3c(NC(=O)C4CCCO4)nn(CC(C)C)c3nc2c1 (stereo not drawn)	-6	26	1.0	-13	-1.2	-6	-356	-22[20 µM]	0.31
O=C(NCCc1c[nH]c2ccccc12)/C(=C\c1ccco1)NC(=O)c1ccco1	-5	18	0.7	28	0.7	5	17	-3	-0.45
Cc1ccc(S(=O)(=O)NC(CC(C)C)C(=O)Oc2ccc3c4c(c(=O)oc3c2)CCC4)cc1 (stereo not drawn)	-1	4	0.5	-3	-0.8	-20	i	-23[20 µM]	-0.7
Cc1ccc(/C=N/NC(=O)c2csc3c2CCCC3)cc1	1	25	-0.6	2	-0.4	-13	-8	-4[20 µM]	-0.53
CC(C)(C)NC(=O)C12CCC(C)(c3nc4ccccc4nc31)C2(C)C (stereo not drawn)	-2	31	0.0	-11	2.0	-3	29	-9[20 µM]	0.056
C=CCn1c(N2CCOCC2)nc2c1c(=O)[nH]c(=O)n2C	-3	24	0.9	1	0.4	12	1	-16	-0.59
CCOC(=O)c1cnn(-c2nc(-c3ccccc3F)cs2)c1C(F)(F)F	2	18	0.8	1	-0.2	-30	-9	-17[20 µM]	nt
CC(=O)N1CCCc2cc(S(=O)(=O)Nc3ccc4c(c3)OCO4)ccc21	-6	6	nt	nt	nt	-11	15	nt	nt
Later entries.
SMILES	thrombin 1536	PPC-1+TRAIL kill	TRPML3 agonist	Tb hexokinase	TRPN1 ag	EBV gp42 inh	m-calpain inh	Furin inh	KCC2 mod
O=C(CNC(=O)C(c1ccccc1)c1ccccc1)N/N=C\c1ccc2c(c1)OCO2	-3	21	0.8	-5	1.1	-14	25	-16	-0.43
COc1cc(C(=O)Nc2cc(C)cc(C)c2)c(-n2cnnn2)cc1OC	-10	1	-0.3	0	-0.5	4	-35	-15	0.086
Cn1c(=O)c2c(ncn2CC(=O)OCC(=O)Nc2ccc(Cl)cc2)n(C)c1=O	-8	0	1.2	-1	1.2	-8	21	-5	0.026
O=C(C1CCCN(Cc2ccccc2)C1)N1CCc2ccccc2C1 (stereo not drawn)	-3	13	0.0	-3	-1.0	-10	9	-21[20 µM]	0.067
CC(=O)NNc1ncnc2c1cnn2-c1ccccc1	-7	-13	0.7	-2	0.9	-14	-25	-26	-0.093
CC(C)c1nc2sc3c(=O)[nH]cnc3c2c2c1CCCC2	-13	0	1.1	-18	-1.0	-10	-10	-13	-0.98
O=C(NC1CC1)C1CCN(C2CCN(C(=O)Cc3ccc4c(c3)OCO4)CC2)CC1	39	-11	0.3	-1	0.6	-21	-22	-35	0.31
CC(=C\C(=O)O)/C(=C/c1ccc(C)o1)C(=O)O	-4	15	1.0	1	0.5	-6	-7	-6	-0.023

Structures listed so far with a furan ring, fused or not:
SMILES	thrombin 1536	PPC-1+TRAIL kill	TRPML3 agonist	Tb hexokinase	TRPN1 ag	EBV gp42 inh	m-calpain inh	Furin inh	KCC2 mod
CSCCC(NC(=O)C1CCC(C)CC1)C(=O)NCc1ccco1 (stereo not drawn)	-6	-35	0.0	24	0.6	-30	4	-6	nt
CCOC(=O)c1cc(-c2ccco2)nc2c1c(C)nn2-c1cccc(Cl)c1	0	27	-0.1	7	1.3	-24	-268	-12[20 µM]	0.79
O=C(NCc1ccco1)c1ccc2c(=O)n(-c3ccccc3)c(=O)n(Cc3cccc(F)c3)c2c1	-4	19	0.2	-7	-0.5	-16	10	-5	0.57
O=C(NCc1ccco1)c1ccc(Cn2c(=O)c3ccccc3n(Cc3cccc(Cl)c3)c2=O)cc1	-10	-12	0.6	-8	-0.6	-8	-140	-14[20 µM]	-0.023
O=C(CCc1nc2ccccc2[nH]1)N1CCN(C(=O)c2ccco2)CC1	-7	-8	0.5	1	1.1	-3	-10	-16	-0.49
O=C(NCCc1c[nH]c2ccccc12)/C(=C\c1ccco1)NC(=O)c1ccco1	-5	18	0.7	28	0.7	5	17	-3	-0.45
CC(=C\C(=O)O)/C(=C/c1ccc(C)o1)C(=O)O	-4	15	1.0	1	0.5	-6	-7	-6	-0.023
